Compound activity (PubChem)
tim10-1 inh – growth inhibitors of tim10-1 mutant yeast | S. cerevisiae tim10-1 ts strain growth, BacTiter-Glo, 24 h | inhibition, % at 20 µM | 330,000 tested, 2.2% active;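 active means inhibition of at least 40%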;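 further: mutant grown at 25 °C; 0% = DMSO wells with yeast and 100% = wells holding no yeast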
TIM10 inh – TIM10 yeast growth inhibition | S. cerevisiae TIM10 strain growth, BacTiter-Glo luminescence, 24 h | inhibition, % at 10 µM | 330,000 tested, 1.4% active | AID 463195;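 active means inhibition of 40% or more at the single tested concentration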;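 further: wild-type TIM10 isogenic control strain grown at permissive 25 °C; 0% = DMSO yeast wells and 100% = minimal medium wells without yeast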
CXCR6 block – CXCR6 (human) receptor inhibition. CHO-K1 PathHunter CXCR6 beta-arrestin, luminescence. 360,000 tested, 0.36% active. O00574. inhibition, % at 20 µM; in the data active means inhibition above about 34%, passing the limit was not always enough;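 further: antagonist mode with CXCL16 agonist at 10 nM final; 0% = 10 nM CXCL16 with DMSO and 100% = unstimulated wells without agonist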
Target sequence (O00574 whole entry, looked up): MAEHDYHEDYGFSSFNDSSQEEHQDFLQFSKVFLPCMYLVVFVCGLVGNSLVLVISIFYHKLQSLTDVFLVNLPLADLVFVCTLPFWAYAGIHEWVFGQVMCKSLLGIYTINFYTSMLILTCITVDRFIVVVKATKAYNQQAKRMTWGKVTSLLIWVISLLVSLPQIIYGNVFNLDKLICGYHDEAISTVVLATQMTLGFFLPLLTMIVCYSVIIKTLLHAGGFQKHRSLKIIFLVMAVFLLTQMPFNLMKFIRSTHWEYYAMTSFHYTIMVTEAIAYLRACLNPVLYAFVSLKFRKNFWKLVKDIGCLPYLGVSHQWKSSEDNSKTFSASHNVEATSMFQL
APJ agonist – agonists of human APJ apelin receptor | CHO-K1 APJ PathHunter beta-arrestin, luminescence; 0% DMSO wells, 100% apelin | activation, % at 20 µM | 330,000 tested, 0.11% active;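 active means activation more than six SD over the plate average, tested at 20 µM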;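 further: 0% = DMSO alone and 100% = apelin-13 at 10 nM; some results filed as inactive read as strong as hits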
Target sequence (P35414 whole entry, looked up): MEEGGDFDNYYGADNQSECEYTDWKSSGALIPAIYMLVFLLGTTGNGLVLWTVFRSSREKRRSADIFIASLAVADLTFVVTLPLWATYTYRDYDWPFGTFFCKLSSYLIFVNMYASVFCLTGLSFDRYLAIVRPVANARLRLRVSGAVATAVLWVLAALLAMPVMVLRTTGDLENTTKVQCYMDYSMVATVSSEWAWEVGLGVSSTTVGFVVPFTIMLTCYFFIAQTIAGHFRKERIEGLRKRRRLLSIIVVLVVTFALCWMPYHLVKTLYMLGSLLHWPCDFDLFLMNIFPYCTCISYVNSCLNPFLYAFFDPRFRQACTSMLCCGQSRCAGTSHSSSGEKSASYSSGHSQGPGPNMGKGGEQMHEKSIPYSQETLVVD
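Material: CHO-K1 APJ beta-arrestin complementation cell line; Input: cell density 1000 per well; Incubation: compound stimulation 90 min at 25 °C, detection 60 min; Signal: luminescence from split beta-galactosidase complementation, Galacton Star/Emerald II substrate; Controls: DMSO-only wells as negative, 10 nM Apelin-13 as positive control.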
Mdm2-MdmX inh – human Mdm2/MdmX binding inhibition. 330,000 tested, 3% active. SaOS-2 split-luciferase Mdm2/MdmX complementation, luminescence. inhibition, % at 8 µM. AID 485346. O15151+Q00987;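 active means inhibition of at least 50% at 8 µM in the primary screen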
UPR CHOP act – activators of apoptotic arm of unfolded protein response (CHOP); AID 449763; activation, % at 10 µM; 330,000 tested, 0.34% active; CHO-CHOP luciferase reporter, UPR activation, luminescence; percent of tunicamycin response over DMSO baseline;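 active means at 10 µM dose, activation of 40% or more, normalized to positive control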;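 further: 100% = tunicamycin at 10 µg/mL and 0% = DMSO alone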
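Assay system: CHO cells with stable CHOP pathway luciferase reporter; Buffer or medium: F12 plus 10% serum; Times: 16-18 h cell attachment, then 6 h compound exposure, 37 °C; Signal: luciferase luminescence; Read-out basis: percent activation relative to tunicamycin control; Control set: tunicamycin high control, DMSO low control.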
XBP1 UPR activ – activators of adaptive arm of unfolded protein response (XBP1); CHO-XBP1 luciferase reporter, IRE1-XBP1 UPR activation, luminescence; percent of tunicamycin response, DMSO as zero; activation, % at 20 µM; 330,000 tested, 0.33% active;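 active means versus positive control, 20 µM dose yields 30% or more activation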;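 further: 100% = tunicamycin at 10 µg/mL and 0% = DMSO only wells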
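Assay system: IRE1-XBP1 luciferase reporter CHO line. Input: 1000 cells/well. Buffer or medium: F12 with 10% serum. Doses: 20 µM, 1% DMSO. Times: overnight seeding at 37 °C, 6 h compound treatment at 37 °C. Technique: Steady-Glo luciferase glow luminescence, 10 min after reagent addition.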
tim23-1 inh – growth inhibitors of tim23-1 mutant yeast; S. cerevisiae tim23-1 growth, BacTiter-Glo luminescence, 24 h; inhibition, % at 20 µM; 330,000 tested, 1.3% active;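 active means growth inhibition of the mutant yeast at or above 50%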;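 further: temperature-sensitive mutant grown at 25 °C; plate controls were DMSO-treated mutant yeast for no effect and medium wells lacking yeast for full effect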
APJ antag – blocks the human apelin receptor APJ. 330,000 tested, 0.32% active. CHO-K1 APJ beta-arrestin complementation, luminescence. inhibition, % at 20 µM. AID 2521;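 active means inhibition above about 40% at 20 µM, limit read from the data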;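 further: cells challenged with 10 nM apelin-13 agonist together with compound; plate controls were apelin-13 plus DMSO wells for no effect and DMSO wells lacking apelin-13 for full effect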
Active calls of the source: *. Some of the compounds tested. The share of hits here may be higher or lower than overall.

For CCN(Cc1cn2cccnc2n1)C1CCCCC1 the results were tim10-1 inh 9, TIM10 inh 8, CXCR6 block 1, APJ agonist -2, Mdm2-MdmX inh -23, UPR CHOP act -2.0, XBP1 UPR activ -2, tim23-1 inh 18 and APJ antag -3.
`COc1ccc(NC(=O)c2cccc(OC(F)F)c2)cc1Cl` gave tim10-1 inh 37, TIM10 inh 38, CXCR6 block -8, APJ agonist 1, Mdm2-MdmX inh -24, UPR CHOP act 4.1, XBP1 UPR activ 8, tim23-1 inh 39 and APJ antag -6.
For C=C(C)CNC(=S)N=Nc1c(O)[nH]c2ccc([N+](=O)[O-])cc12 the results were tim10-1 inh 42*, TIM10 inh 20, CXCR6 block 19, APJ agonist -6, Mdm2-MdmX inh 40, UPR CHOP act 0.8, XBP1 UPR activ 5, tim23-1 inh 27 and APJ antag 24.
Cc1ccccc1NC(=O)C1CCCN(C(=O)NCc2ccccc2)C1 (stereo not drawn) was read as tim10-1 inh 16, TIM10 inh 0, CXCR6 block 5, APJ agonist -2, Mdm2-MdmX inh 1, UPR CHOP act -0.7, XBP1 UPR activ -5, tim23-1 inh 12 and APJ antag -1.
O=C(NCc1ccco1)C1CC(=O)N(c2ccc(Cl)cc2)C1 (stereo not drawn) was read as tim10-1 inh -9, TIM10 inh -1, CXCR6 block -2, APJ agonist -1, Mdm2-MdmX inh -11, UPR CHOP act 1.0, XBP1 UPR activ -2, tim23-1 inh -7 and APJ antag 2.
For COCCCN(C(=O)CCSc1ccc(F)cc1)c1c(N)n(Cc2ccccc2)c(=O)[nH]c1=O the results were tim10-1 inh 3, TIM10 inh 0, CXCR6 block 2, APJ agonist -6, Mdm2-MdmX inh 8, UPR CHOP act 0.0, XBP1 UPR activ -2, tim23-1 inh 5 and APJ antag 15.
COc1cc(C(=O)N(Cc2cccc(Cl)c2)C2CCS(=O)(=O)C2)cc(OC)c1OC (stereo not drawn) was read as tim10-1 inh 21, TIM10 inh -17, CXCR6 block -3, APJ agonist -1, Mdm2-MdmX inh 2, UPR CHOP act -1.5, XBP1 UPR activ 0, tim23-1 inh 13 and APJ antag 12.
Screening Cc1ccc(OCC(=O)Nc2cc(NC(=O)COc3ccc(C)cc3)cc(C(=O)O)c2)cc1 returned tim10-1 inh 9, TIM10 inh 17, CXCR6 block 8, APJ agonist 1, Mdm2-MdmX inh 32, UPR CHOP act -1.3, XBP1 UPR activ -5, tim23-1 inh 11 and APJ antag 10.
Screening COc1ccc(C)cc1NC(=O)CN1C(=O)CSc2ccc(S(=O)(=O)N3CCCC3)cc21 returned tim10-1 inh 16, TIM10 inh -3, CXCR6 block -2, APJ agonist -3, Mdm2-MdmX inh 14, UPR CHOP act 2.3, XBP1 UPR activ -4, tim23-1 inh 1 and APJ antag 4.
For Nn1c(-c2ccco2)n[nH]c1=S the results were tim10-1 inh -13, TIM10 inh -5, CXCR6 block 3, APJ agonist 1, Mdm2-MdmX inh 7, UPR CHOP act -0.4, XBP1 UPR activ -1, tim23-1 inh 1 and APJ antag 3.
Screening CC(C)c1cc(O)c(-c2ccccc2)c(=O)n1-c1ccc(Cl)cc1 returned tim10-1 inh 7, TIM10 inh 1, CXCR6 block -10, APJ agonist -1, Mdm2-MdmX inh -14, UPR CHOP act 0.6, XBP1 UPR activ -2, tim23-1 inh 1 and APJ antag -5.
`Cc1cccc2cc(CN(CC3CCCO3)C(=S)NCc3ccco3)c(=O)[nH]c12` (stereo not drawn) gave tim10-1 inh 6, TIM10 inh -10, CXCR6 block -4, APJ agonist -5, Mdm2-MdmX inh 12, UPR CHOP act -0.7, XBP1 UPR activ -5, tim23-1 inh -9 and APJ antag -13.
Cc1cc(C)cc(NC(=S)NCc2ccc(S(N)(=O)=O)cc2)c1 was read as tim10-1 inh 5, TIM10 inh 15, CXCR6 block 3, APJ agonist -1, Mdm2-MdmX inh 9, UPR CHOP act 0.5, XBP1 UPR activ -3, tim23-1 inh 1 and APJ antag -5.
`O=C1CCCC2=C1C(c1cn(-c3ccccc3)nc1-c1cccs1)c1c([nH]c(=O)[nH]c1=O)N2` (stereo not drawn) gave tim10-1 inh -12, TIM10 inh 4, CXCR6 block 1, APJ agonist -1, Mdm2-MdmX inh -2, UPR CHOP act 0.3, XBP1 UPR activ 0, tim23-1 inh 3 and APJ antag -16.
`O=C1c2cccc3cccc(c23)C(=O)N1CCN1CCN(C(=S)Nc2ccc(Cl)cc2)CC1` gave tim10-1 inh 18, TIM10 inh -5, CXCR6 block -2, APJ agonist 0, Mdm2-MdmX inh 26, UPR CHOP act 3.1, XBP1 UPR activ 14, tim23-1 inh 9 and APJ antag 5.

Some of these compounds in order of length of the SMILES, smallest number first:
For Nn1c(-c2ccco2)n[nH]c1=S the results were tim10-1 inh -13, TIM10 inh -5, CXCR6 block 3, APJ agonist 1, Mdm2-MdmX inh 7, UPR CHOP act -0.4, XBP1 UPR activ -1, tim23-1 inh 1 and APJ antag 3.
COc1cc(C(=O)N(Cc2cccc(Cl)c2)C2CCS(=O)(=O)C2)cc(OC)c1OC (stereo not drawn) was read as tim10-1 inh 21, TIM10 inh -17, CXCR6 block -3, APJ agonist -1, Mdm2-MdmX inh 2, UPR CHOP act -1.5, XBP1 UPR activ 0, tim23-1 inh 13 and APJ antag 12.
For COCCCN(C(=O)CCSc1ccc(F)cc1)c1c(N)n(Cc2ccccc2)c(=O)[nH]c1=O the results were tim10-1 inh 3, TIM10 inh 0, CXCR6 block 2, APJ agonist -6, Mdm2-MdmX inh 8, UPR CHOP act 0.0, XBP1 UPR activ -2, tim23-1 inh 5 and APJ antag 15.

The list continues.
`Cc1cc2cc(CNC(=O)c3cccc([N+](=O)[O-])c3)ccc2n1C` gave tim10-1 inh 13, TIM10 inh 1, CXCR6 block 7, APJ agonist 1, Mdm2-MdmX inh 7, UPR CHOP act 2.8, XBP1 UPR activ -1, tim23-1 inh 25 and APJ antag 9.
O=S(=O)(c1ccc(Cl)cc1)c1snnc1-c1ccccc1 was read as tim10-1 inh 13, TIM10 inh -6, CXCR6 block 1, APJ agonist -1, Mdm2-MdmX inh 98*, UPR CHOP act 64*, XBP1 UPR activ 12, tim23-1 inh 31 and APJ antag 10.
Screening Cc1ncc(CN2CCC(N3CCC(C(=O)N4CCCC4)CC3)CC2)s1 returned tim10-1 inh -25, TIM10 inh -11, CXCR6 block 10, APJ agonist -9, Mdm2-MdmX inh 16, UPR CHOP act -1.0, XBP1 UPR activ -2, tim23-1 inh 3 and APJ antag 6.
CCOc1ccc(C(=O)/C=C/c2cc(OC)c(OC)c(OC)c2)cc1 was read as tim10-1 inh 45*, TIM10 inh 32, CXCR6 block 3, APJ agonist -2, Mdm2-MdmX inh 63*, UPR CHOP act 0.9, XBP1 UPR activ -1, tim23-1 inh 25 and APJ antag 2.
For Cc1nnc(SCC(=O)NCC2CCCCC2)n(N)c1=O the results were tim10-1 inh 2, TIM10 inh -2, CXCR6 block -2, APJ agonist -4, Mdm2-MdmX inh 16, UPR CHOP act -5.0, XBP1 UPR activ -2, tim23-1 inh 14 and APJ antag 9.
Screening CCc1ccc(-c2c(C)sc(NC(C)=O)c2C(N)=O)cc1 returned tim10-1 inh -10, TIM10 inh 2, CXCR6 block -10, APJ agonist -4, Mdm2-MdmX inh 40, UPR CHOP act -2.3, XBP1 UPR activ 1, tim23-1 inh 25 and APJ antag -6.
For CCCCOc1cccc(/C=C(\C#N)C(=O)NC2CC2)c1 the results were tim10-1 inh 88*, TIM10 inh 36, CXCR6 block -2, APJ agonist -1, Mdm2-MdmX inh 25, UPR CHOP act -0.3, XBP1 UPR activ -1, tim23-1 inh 89* and APJ antag -11.
For CC(=O)NS(=O)(=O)c1ccc(NC(=O)CC(C)c2ccccc2)cc1 (stereo not drawn) the results were tim10-1 inh 14, TIM10 inh 15, CXCR6 block 2, APJ agonist -5, Mdm2-MdmX inh -5, UPR CHOP act -0.9, XBP1 UPR activ -1, tim23-1 inh 8 and APJ antag -2.
Cc1cc(C)c2nc(C)cc(Nc3ccc(C(=O)NCCO)cc3)c2c1 was read as tim10-1 inh -13, TIM10 inh 12, CXCR6 block 1, APJ agonist 2, Mdm2-MdmX inh 10, UPR CHOP act 1.1, XBP1 UPR activ -2, tim23-1 inh -8 and APJ antag -2.
COc1ccc(CSc2nc(C)cc(C)c2C#N)cc1 was read as tim10-1 inh 4, TIM10 inh -3, CXCR6 block 4, APJ agonist -2, Mdm2-MdmX inh 13, UPR CHOP act -1.0, XBP1 UPR activ 0, tim23-1 inh 5 and APJ antag 3.
`C=CCNC(=O)CN1C(=O)c2cccc3cccc1c23` gave tim10-1 inh 2, TIM10 inh -6, CXCR6 block -2, APJ agonist -4, Mdm2-MdmX inh -3, UPR CHOP act 0.5, XBP1 UPR activ -5, tim23-1 inh 13 and APJ antag 13.
`CC(=O)c1c(C)[nH]c(C(=O)OCC(=O)N2CCc3ccccc3C2)c1C` gave tim10-1 inh 8, TIM10 inh -2, CXCR6 block -5, APJ agonist 0, Mdm2-MdmX inh 28, UPR CHOP act -0.2, XBP1 UPR activ 1, tim23-1 inh 19 and APJ antag -1.
Screening Cn1c(SCc2ccccc2)nc(C(F)(F)F)cc1=O returned tim10-1 inh -5, TIM10 inh -13, CXCR6 block 0, APJ agonist -2, Mdm2-MdmX inh 2, UPR CHOP act -2.1, XBP1 UPR activ 2, tim23-1 inh 14 and APJ antag 7.
O=C(CNC(=O)c1ccco1)NCC(=O)OCc1cccc(C(=O)Oc2ccccc2)c1 was read as tim10-1 inh 13, TIM10 inh 10, CXCR6 block 6, APJ agonist 1, Mdm2-MdmX inh -10, UPR CHOP act -0.5, XBP1 UPR activ 0, tim23-1 inh 5 and APJ antag 3.
For CCOC(=O)c1c(C)[nH]c(C(=O)N/N=C/c2ccc(OC)c(OC)c2)c1C the results were tim10-1 inh 10, TIM10 inh 14, CXCR6 block -11, APJ agonist -4, Mdm2-MdmX inh 48, UPR CHOP act 0.5, XBP1 UPR activ 1, tim23-1 inh 10 and APJ antag -14.
`CN(Cc1ccccc1)C(=O)c1[nH]cnc1C(=O)Nc1ccccc1` gave tim10-1 inh 26, TIM10 inh 26, CXCR6 block 5, APJ agonist -4, Mdm2-MdmX inh 18, UPR CHOP act 3.1, XBP1 UPR activ -3, tim23-1 inh 43 and APJ antag 5.
For Cc1cccc(N2CCN(C(=O)c3ccc4nc[nH]c4c3)CC2)c1C the results were tim10-1 inh 35, TIM10 inh 35, CXCR6 block -2, APJ agonist -3, Mdm2-MdmX inh 2, UPR CHOP act 1.8, XBP1 UPR activ -1, tim23-1 inh 36 and APJ antag 12.
O=C(Nc1ncn[nH]1)c1ccccc1Br was read as tim10-1 inh -18, TIM10 inh -11, CXCR6 block 2, APJ agonist -1, Mdm2-MdmX inh 17, UPR CHOP act -1.3, XBP1 UPR activ -1, tim23-1 inh -11 and APJ antag 7.
Screening Cc1ccc(-n2c(CNc3ccc(F)cc3)nnc2SCC(=O)NCc2ccco2)cc1 returned tim10-1 inh 15, TIM10 inh 9, CXCR6 block 8, APJ agonist 1, Mdm2-MdmX inh 12, UPR CHOP act -1.3, XBP1 UPR activ -1, tim23-1 inh 24 and APJ antag -3.
